RPL19A TOR yeast – alters RPL19A-GFP fluorescence in TOR pathway yeast screen | S. cerevisiae RPL19A-GFP strain, flow cytometry, 3 h; hits give low values | percent response vs DMSO, % at 10 µM | 330,000 compounds, 0.3% hits;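 active = percent response vs DMSO below 50%; inconclusive = fewer than 70 events counted for the yeast strain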;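 also: median channel GFP fluorescence of the barcoded RPL19A-GFP strain; ratio of sample median GFP to plate DMSO average so 100% = DMSO; lower means less RPL19A-GFP as with rapamycin TOR inhibition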
CR mimetic SO – caloric restriction mimetics inhibiting age-related superoxide in yeast; S. cerevisiae aged cells, superoxide DHE fluorescence; hits give low values; superoxide response (% of plate mean), % at 10 µM; 330,000 compounds, 0.18% hits;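 active = superoxide response under a set limit, about three screen SD below normal, cut at about 65% in these data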;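 also: yeast aged for seven days with compound at 30 °C before DHE staining; 100% = average MFI of all compound-treated wells on the plate with controls excluded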
AGP1-GFP MLPCN – alters AGP1-GFP fluorescence in TOR pathway yeast screen. S. cerevisiae AGP1-GFP multiplex flow cytometry, 3 h; GFP as percent of DMSO wells. 320,000 compounds, 0.02% hits. GFP response vs DMSO, % at 10 µM;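 active = GFP response relative to DMSO above a set limit, near screen average plus 3 SD, cut at about 150% in these data; inconclusive = fewer than 70 cells counted for the yeast strain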;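 also: median GFP channel fluorescence of the gated AGP1 strain per well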
MEP2 TOR yeast – yeast TOR pathway MEP2-GFP modulation; 330,000 compounds, 0.51% hits; GFP response vs DMSO, % at 10 µM; AID 2016; S. cerevisiae MEP2-GFP strain, flow cytometry GFP, 3 h; 100% = DMSO control level;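 active = GFP response versus DMSO above a set limit, roughly screen mean plus 3 SD, cut at about 180% in these data; inconclusive = fewer than 70 cells counted for a yeast strain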;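 also: median GFP fluorescence of the barcode-gated MEP2-GFP cells per well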
VLA-4 inh – inhibition in a human VLA-4 binding assay. AID 2557. inhibition, % (about 7 µM as worked out from the volumes in the protocol). P13612. VLA-4 expressing cells, ligand binding flow cytometry. 330,000 compounds, 0.2% hits; in the data active = inhibition above about 50%
LAP4-GFP MLPCN – alters LAP4-GFP fluorescence in TOR pathway yeast screen; S. cerevisiae LAP4-GFP multiplex, flow cytometry GFP, 3 h; median GFP as percent of DMSO wells; GFP response vs DMSO, % at 10 µM; 320,000 compounds, 0.34% hits;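 active = GFP response vs DMSO above a set limit, about the screen mean plus 3 SD, cut at about 150% in these data; inconclusive = under 70 cell events counted for the yeast strain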
GRK2 aptamer HTS – inhibitors of human GRK2 displacing RNA aptamer; bead flow cytometry, FAM-aptamer displacement from GRK2; 330,000 compounds, 0.59% hits; P25098; inhibition of aptamer binding, % at 10 µM; AID 488847;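 active = inhibition of aptamer binding above 40%, roughly 3 SD of noise, on plates passing a quality check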;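 also: median bead fluorescence of bound FAM aptamer so fluorescent compounds give negative values; no value below 0 was filed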
Target sequence (P25098 whole entry, looked up): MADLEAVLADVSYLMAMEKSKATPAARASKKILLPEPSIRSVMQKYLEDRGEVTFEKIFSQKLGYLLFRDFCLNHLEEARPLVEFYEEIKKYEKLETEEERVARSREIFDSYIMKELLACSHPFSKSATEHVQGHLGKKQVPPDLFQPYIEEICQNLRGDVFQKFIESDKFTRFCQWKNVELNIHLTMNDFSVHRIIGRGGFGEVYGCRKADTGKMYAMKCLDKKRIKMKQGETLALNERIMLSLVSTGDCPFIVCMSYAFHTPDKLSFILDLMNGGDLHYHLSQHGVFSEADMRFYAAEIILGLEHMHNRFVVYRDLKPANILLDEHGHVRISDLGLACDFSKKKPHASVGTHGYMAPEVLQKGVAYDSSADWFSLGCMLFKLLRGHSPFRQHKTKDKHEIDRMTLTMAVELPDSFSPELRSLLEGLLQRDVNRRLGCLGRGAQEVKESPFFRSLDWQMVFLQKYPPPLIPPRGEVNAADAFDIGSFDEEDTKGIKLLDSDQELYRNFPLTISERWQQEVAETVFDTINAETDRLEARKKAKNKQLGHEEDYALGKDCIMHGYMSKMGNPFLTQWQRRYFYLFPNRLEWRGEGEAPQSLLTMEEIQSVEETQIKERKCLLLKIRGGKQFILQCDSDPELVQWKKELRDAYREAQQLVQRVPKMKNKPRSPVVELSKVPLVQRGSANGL
CIT2-GFP yeast – modulators of TOR pathway CIT2-GFP in S. cerevisiae; S. cerevisiae CIT2-GFP strain, flow cytometry, 3 h; 100 means same as DMSO wells; GFP response vs DMSO, % at 10 µM; 320,000 compounds, 0.065% hits; AID 2029;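 active = GFP response relative to DMSO above a set limit, near the screen mean plus 3 SD, cut at about 150% in these data; inconclusive = Fewer than 70 cells measured for a yeast strain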;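 also: ratio of well median GFP fluorescence to mean of DMSO wells on the plate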
* hit, by the source's call; ? = inconclusive; · = no result given; [ ] = another dose, or the depositor's remark.

SMILES	RPL19A TOR yeast	CR mimetic SO	AGP1-GFP MLPCN	MEP2 TOR yeast	VLA-4 inh	LAP4-GFP MLPCN	GRK2 aptamer HTS	CIT2-GFP yeast
CC(NS(=O)(=O)c1ccc(Br)cc1)C(=O)NCc1ccc2c(c1)OCO2 (stereo unspecified)	104	85	115	106	34	107	2	107
Cc1nc2cc(-c3ccc(Cl)cc3)nn2c(NCCN(C)C)c1C	103	78	103	108	18	96	0	106
Cc1ccc(N2CC(C(=O)NCc3n[nH]c(=O)c4ccccc34)CC2=O)cc1C (stereo unspecified)	83	100	81	89	3	98	1	87
Brc1ccccc1/C=N/N1CCCCC1	107	143	46	137	-7	99	0	82
CCOC(=O)c1c(NC(=O)CCN2CCOCC2)sc2c1CC(C)(C)OC2	108	118	112	107	0	106	0	100
COc1ccc(-n2nnc3c(=O)n(C/C=C/c4ccccc4)cnc32)cc1	91	109	94	92	-8	90	5	97
Nc1nnnn1/N=C/c1ccc(F)cc1	89	100	101	96	6	105	12	97
COc1ccc(C(=O)NCCNC(C)=O)cc1S(=O)(=O)NCc1ccc(Cl)cc1	102	101	105	103	-11	100	0	111
Cc1ccc(C(=O)NCC2CCCO2)o1 (stereo unspecified)	101	83	106	105	2	104	0	111
O=C(/C=C/c1ccc2c(c1)OCO2)Nc1cc(S(=O)(=O)N2CCOCC2)ccc1N1CCOCC1	98	101	95	102	4	93	9	100
Cc1c(C(=O)NCCN(C)C)oc2ccc(S(=O)(=O)N3CCC4(CC3)OCCO4)cc12	94	95	96	93	25	96	2	96
CCCc1nc2c(s1)CCc1onc(-c3ccc(Br)cc3)c1-2	100	98	101	94	-2	97	4	101
CC1(c2ccc(Cl)cc2Cl)NC(=O)N(CC(=O)NC2CCCCC2)C1=O (stereo unspecified)	99	86	97	101	8	103	0	100
COc1ccc(C(=O)N2CC(=O)Nc3ccccc32)cc1S(=O)(=O)N1CCCC1	96	91	101	106	7	105	3	99
Cc1cc2c(c(=O)n1Cc1ccco1)C(c1ccccc1)C(C#N)=C(N)O2 (stereo unspecified)	100	92	98	102	0	93	1	·

No new results follow: entries from further up.
SMILES	RPL19A TOR yeast	CR mimetic SO	AGP1-GFP MLPCN	MEP2 TOR yeast	VLA-4 inh	LAP4-GFP MLPCN	GRK2 aptamer HTS	CIT2-GFP yeast
CC1(c2ccc(Cl)cc2Cl)NC(=O)N(CC(=O)NC2CCCCC2)C1=O (stereo unspecified)	99	86	97	101	8	103	0	100
COc1ccc(C(=O)N2CC(=O)Nc3ccccc32)cc1S(=O)(=O)N1CCCC1	96	91	101	106	7	105	3	99
Cc1cc2c(c(=O)n1Cc1ccco1)C(c1ccccc1)C(C#N)=C(N)O2 (stereo unspecified)	100	92	98	102	0	93	1	·

(continued)
SMILES	RPL19A TOR yeast	CR mimetic SO	AGP1-GFP MLPCN	MEP2 TOR yeast	VLA-4 inh	LAP4-GFP MLPCN	GRK2 aptamer HTS	CIT2-GFP yeast
COc1ccccc1OCCCCCCN1CCOCC1	96	75	103	92	0	98	0	96
NC(=O)c1ccc(-n2nnnc2Oc2ccc(Br)cc2)cc1	111	97	101	105	7	96	0	104
CCCCCc1ccc(C(=O)CCCC)c(=S)[nH]1	98	98	100	108	-2	112	0	106
Cc1coc2cc3oc(=O)cc(C)c3cc12	96	95	86	96	5	89	0	98
CCOC(=O)c1c(C)n(C)c2ccc(OC(=O)c3ccc(N4C(=O)CCC4=O)cc3)cc12	108	83	91	101	9	81	6	112
CCOC(=O)Cc1csc(NC(=O)c2sc3nc4ccc(CC)cc4cc3c2N)n1	90	122	94	96	-145	99	0	75
CC(C)CC(=O)Nc1ccc2c(c1)oc1ccccc12	103	99	104	109	26	121	0	94
COc1ccc(C2C(C(=O)O)CCC(=O)N2c2ccc(OC)cc2)cc1 (stereo unspecified)	100	93	103	96	4	97	5	98
CC12C(=O)N(c3ccc(OC(=O)c4ccco4)cc3)C(=O)C1C1c3ccccc3C2c2ccccc21 (stereo unspecified)	99	101	92	103	7	89	0	99
CS(=O)(=O)N1CCC(C(=O)Nc2ccc(Oc3ccccc3)cc2)CC1	104	95	109	111	9	109	2	100
CCOC(=O)CCNC(=O)N1CCC(CCOc2ccccc2)(C(=O)OCC)CC1	97	106	94	98	-5	90	0	101
COc1ccc(N(C(=O)c2ccncc2)S(=O)(=O)c2cccs2)cc1	96	117	94	88	3	101	0	94
COCCOC(=O)c1c(C)n(C)c2ccc(OC(=O)c3cccs3)cc12	105	113	105	102	-30	101	0	110
CC(=O)Nc1ccc(NC(=O)CSc2ncc(C(=O)Nc3ccc(Cl)cc3)c(=O)n2C)cc1	99	107	96	105	17	99	0	98
COc1ccc(-c2nn3c(=O)c(C)nnc3s2)cc1	109	99	104	116	-17	102	0	103
Cc1cccc(NC(=O)NCCc2ccc(Cl)cc2)c1	90	109	95	101	-1	110	5	86
Cc1cc(C)cc(NS(=O)(=O)c2cccs2)c1	100	103	100	103	6	96	0	99
COc1ccccc1CNC(=O)c1cccc(S(=O)(=O)N2CCN(C)CC2)c1	104	104	115	112	-4	110	0	111
COc1ccc(-c2cccc(C(=O)N3CCOCC3)c2)cc1	102	96	94	102	22	92	0	95
Cc1ccc(NC(=O)CSc2nnc(CNC(=O)c3cccs3)o2)cc1	106	101	104	108	9	95	1	104
O=C(c1ccccc1)n1c(=O)cc[nH]c1=O	107	105	102	96	16	127	1	94
CN(CC(=O)Nc1ccccc1Br)C(=O)C(Cc1ccccc1)NC(=O)c1ccccc1 (stereo unspecified)	102	102	85	103	-7	78	5	85
CC(C)Oc1ccc(S(=O)(=O)N2CCCCC2)cc1NC(=O)CC1OC(=O)c2ccccc21 (stereo unspecified)	96	106	105	101	5	108	0	95
COc1ccc(C(=O)Nc2ccc(NC(=O)c3ccccc3)cc2)cc1S(=O)(=O)N1CCOCC1	99	96	97	105	-3	102	2	101
N#Cc1ccc(NC(=O)CSc2n[nH]c(=O)n2C2CC2)cc1	91	96	89	91	5	87	0	88
c1cnc2nc(-c3ccc4c(c3)OCO4)cn2c1	96	113	95	95	14	97	0	94
CC1CCCCN1CCNC(=O)CCc1nnc2n(Cc3ccccc3)c(=O)c3ccccc3n12 (stereo unspecified)	96	111	97	103	-9	103	0	100
CS(=O)(=O)N(Cc1ccccc1)c1ccccc1C(=O)Nc1ccccc1C(=O)NCc1ccco1	102	101	107	106	19	99	0	108
Cc1ccc(C2c3[nH]c4ccccc4c3C[C@H]3C(=O)N(c4ccccc4C(=O)N4CCC[C@@H]4C(=O)O)C(=O)N23)cc1 (stereo partly specified)	93	93	97	102	-7	100	5	98
CC(C)c1onc(C(=O)N2CCN(c3ccc(F)cc3)CC2)c1[N+](=O)[O-]	107	88	108	115	13	100	0	105
COc1ccc(OC)c(N2C(=O)c3cccnc3C2=O)c1	108	101	100	107	-2	98	0	104
CC(C)CNS(=O)(=O)c1cc(C(=O)OCC(=O)c2ccc3c(c2)OCCO3)c(Cl)cc1Cl	109	92	107	106	0	93	2	100
CCc1ccc(OCCCC(=O)Nc2ccc(S(N)(=O)=O)cc2)cc1	96	99	95	98	-10	96	1	106
COc1ccccc1NC(=O)[C@H](COCc1ccccc1)NC(=O)OC(C)(C)C	96	99	94	98	-4	95	4	99
Cc1ccc(NC(=O)CNS(=O)(=O)c2ccc(F)cc2)cc1C	93	98	92	99	-7	96	0	94
CCC(C)c1ccccc1NC(=O)C1CCCO1 (stereo unspecified)	102	93	104	103	7	100	3	96
CC(C)CNS(=O)(=O)c1ccc(OCC(=O)Nc2ccc3c(c2)OCO3)c(Cl)c1	99	99	102	99	-2	99	1	107
Cc1cc(C)n(CC(=O)N/N=C/c2cccc([N+](=O)[O-])c2)n1	110	108	107	109	15	99	1	110
COc1ccc(C2(C)NC(=O)N(CC(=O)NCCC3=CCCCC3)C2=O)cc1OC (stereo unspecified)	94	105	95	93	12	97	3	88
C=CCOC(Cn1ccnc1)c1ccc(Cl)cc1Cl (stereo unspecified)	96	74	98	104	1	102	0	85
CS/C(N)=N/N=C/c1c(O)ccc2ccccc12	80	103	77	86	1	133	0	86
O=C(CCNC(=O)c1ccccc1)Nc1ccc(S(=O)(=O)Nc2ncccn2)cc1	96	75	98	101	-3	95	3	100
O=C(NCc1ccccc1)C1CCCN(c2ncnc3c2nc2n3CCCCC2)C1 (stereo unspecified)	105	98	99	98	3	100	9	96
O=C(Nc1ccc(NC(=O)c2ccc3c(c2)OCCO3)cc1)c1ccccc1	92	92	96	97	3	92	0	96
CCn1cc([N+](=O)[O-])c(C(=O)Nc2ccn(Cc3ccccc3F)n2)n1	96	104	98	101	0	97	2	103
Brc1ccc(-c2csc(N/N=C/c3ccc4c(c3)OCO4)n2)cc1	94	109	118	96	15	100	0	87
CN(C)S(=O)(=O)N1CCC(Oc2cccc(C(=O)NCCC3=CCCCC3)c2)CC1	109	103	103	110	19	108	1	101
Cc1nc(-c2nc(-c3c(C(=O)NNC(=O)c4ccc(Cl)cc4)noc3C)cs2)cs1	97	89	96	98	1	119	4	79
O=C(C1CC1)N1CCc2cc(S(=O)(=O)N(CCO)Cc3ccccc3)ccc21	93	101	92	94	13	94	0	89
COCCCNC(=S)Nc1cc(C)c(C)cc1C	94	90	95	96	24	94	1	87
O=C(NCCCCNC(=O)c1cccnc1)c1cccnc1	101	107	104	105	12	99	3	99
Cc1ccc(C(=O)COC(=O)c2ccco2)cc1C	103	90	100	98	-1	95	0	95
Clc1ccccc1-c1nnc2sc(-c3ccc(Br)o3)nn12	97	101	94	98	-1	107	0	99
COc1cc2c(-c3ccc4[nH]ccc4c3)c(-c3ccc(C#N)cc3)oc(=O)c2cc1OC	100	107	96	91	0	104	1	93
CN(CC(=O)Nc1c(Cl)cccc1Cl)C(=O)CCNS(=O)(=O)c1ccccc1C(F)(F)F	95	98	101	95	29	103	2	96
CCO/N=C(\C)c1c(O)c2ccccc2n(C)c1=O	105	100	98	107	1	91	1	104
CCC1(c2ccccc2)NC(=O)N(CC(=O)N(C)Cc2ccccc2)C1=O (stereo unspecified)	106	98	100	110	11	95	0	103
NS(=O)(=O)c1cccc(NC(=O)COC(=O)CCCc2c[nH]c3ccccc23)c1	103	98	108	105	2	97	0	98
O=C(CSc1ccc(-c2ccccn2)nn1)Nc1ccc(F)cc1F	107	108	116	129	-16	107	0	161*
CCNS(=O)(=O)c1ccc(NC(=S)NCC2CCCO2)cc1 (stereo unspecified)	98	93	103	96	-3	102	2	103
Carrying on.
SMILES	RPL19A TOR yeast	CR mimetic SO	AGP1-GFP MLPCN	MEP2 TOR yeast	VLA-4 inh	LAP4-GFP MLPCN	GRK2 aptamer HTS	CIT2-GFP yeast
CCCN1CCC(NC(=O)Nc2cccc3ccccc23)CC1	105	94	104	100	10	89	0	105
O=C(/C=C/c1ccc(O)cc1)c1c(O)cc(O)cc1O	?	92	?	?	8	100[may fluoresce red and violet]	0	?
COC(=O)CNC(=O)COC(=O)/C=C/c1ccccc1[N+](=O)[O-]	88	97	82	80	0	80	0	91
COc1cccc(NC(=O)CN(C)C(=O)Cc2cccc3ccccc23)c1	100	96	101	102	7	97	0	98
CCN1CCN(CCC(=O)Nc2ccc3c(c2)OCO3)CC1	100	100	99	98	10	98	0	92
Cc1cc(C)nc(NC(=O)c2ccc(Br)cc2)n1	98	101	100	98	20	91	1	100
O=C(CSCC(=O)Nc1nccs1)Nc1ccccc1	99	107	102	102	0	100	1	104
Cc1ccc(S(=O)(=O)Nc2ccccc2)cc1C(=O)N1CCCC1	93	95	89	87	9	68	2	·
Cc1ccc(NC(=O)CCc2nc3ccccc3s2)c(O)c1	97	90	99	98	-6	103	0	97

Screening data deposited in PubChem by NMMLSC.

Not a hit list. Share with any hit: about 1.7%.
